# p53 reactivator: restores transcriptional activity of mutant p53. H1299 p53-A138V BP100-luciferase reporter, luminescence, 24 h. Potency, µM (titrated, usually from 92.2 µM), for inactives: top-dose activity change, positive = activation, most hits filed as activators. hit rate 0.063% among 320,000. AID 504706; note: potency is the fitted concentration of half-maximal effect; % of control where 0% means no effect; nearly all actives have a fitted effect of over 45% in size
#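 H1299 (p53-null), stable ts p53-A138V + BP100-Luc; 1000 cells/well, Opti-MEM/10% FBS; cpd 4 pt, 1:5; 24 h, 37 deg C, 5% CO2; detection reagent 10 min RT; luminescence.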
# Gal4-VP16 FLuc: inhibits Gal4-VP16 luciferase reporter, ROR gamma counter-screen. Drosophila S2 Gal4-VP16 UAS-luciferase, luminescence, 20 h. Potency, µM (titrated, usually from 53.6 µM), for inactives: top-dose activity, negative = inhibition, most hits filed as inhibitors. hit rate 3.5% among 310,000. AID 2546;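 note: Gal4-VP16 expression switched on by copper sulfate through the metallothionein promoter; potency is the fitted concentration of half-maximal effect; % is set by controls: 0 for no effect and ±100 for the full control effect; nearly all actives have a fitted effect of over 50% in size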
# BRCA1 expr up: increases BRCA1 expression; MCF7-BRCA1-FFLuc reporter, luminescence, 48 h; response scale: scaled: vehicle 0%, 10 µM genistein 100%; Potency, µM (titrated, usually from 46.1 µM), for the others: top-dose activation, actives largely listed as activators; hit rate 1.1% among 380,000; AID 624202; note: potency is the fitted concentration of half-maximal effect; nearly all actives have a fitted effect of over 80% in size; some results filed as inactive show a strong effect at the top dose
#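 48 h compound treatment of MCF7-BRCA1-FFLuc cells (phenol-red free MEM, 37 °C), then 15 min with luciferase substrate and luminescence imaging.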
# Menin MLL FP TR: menin-MLL binding inhibition, Texas Red mutant peptide. hit rate 0.23% among 270,000. O00255. Menin + Texas Red MLL mutant peptide, fluorescence polarization. Potency, µM (series often up to 61.6 µM), for the others: top-dose FP activity change, negative = inhibition, actives largely listed as inhibitors; active = well fitted inhibition curve with a large enough effect in the polarisation, with a control signal flat, not every such curve was filed as active; inconclusive = small, poorly fitted or top-dose-only effect, or effect the other way, or a change in a side signal; inactive = no such curve, though single readings can be large or run the other way; the % refers to the polarisation; note: potency is the fitted concentration of half-maximal effect; % of control where 0% means no effect; many of its hits are not listed in these tables
# Target sequence (O00255 whole entry, looked up): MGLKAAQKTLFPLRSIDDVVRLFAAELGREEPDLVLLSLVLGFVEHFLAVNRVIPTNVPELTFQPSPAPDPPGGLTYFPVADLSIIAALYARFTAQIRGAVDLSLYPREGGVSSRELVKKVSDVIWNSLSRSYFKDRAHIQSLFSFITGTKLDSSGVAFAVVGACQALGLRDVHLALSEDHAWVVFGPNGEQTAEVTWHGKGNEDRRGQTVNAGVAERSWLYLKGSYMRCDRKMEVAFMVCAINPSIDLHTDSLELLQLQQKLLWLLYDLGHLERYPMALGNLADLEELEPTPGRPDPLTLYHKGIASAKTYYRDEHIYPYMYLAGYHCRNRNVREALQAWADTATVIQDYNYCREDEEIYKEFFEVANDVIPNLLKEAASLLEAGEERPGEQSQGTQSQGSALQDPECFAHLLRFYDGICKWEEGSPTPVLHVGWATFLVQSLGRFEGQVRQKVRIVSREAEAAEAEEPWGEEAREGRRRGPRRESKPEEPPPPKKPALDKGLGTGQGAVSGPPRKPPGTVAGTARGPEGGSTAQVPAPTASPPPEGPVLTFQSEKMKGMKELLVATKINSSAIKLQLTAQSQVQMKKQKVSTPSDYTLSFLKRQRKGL
# PKM2 act: increases activity of human pyruvate kinase M2. purified PKM2, Kinase-Glo ATP luminescence, activation; response scale: 0% is enzyme alone, no compound. Potency, µM (series often up to 57.5 µM), without a hit: top-dose activation, actives largely listed as activators. hit rate 0.34% among 260,000; note: potency is the fitted concentration of half-maximal effect; % is set by controls: 0 for no effect and ±100 for the full control effect; nearly all actives have a fitted effect of over 55% in size
#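 Purified hPK-M2 (>95%) run at intermediate activity with 0.1 mM ADP and 0.5 mM PEP in 50 mM imidazole pH 7.2, KCl, MgCl2; 1 h room temperature. ATP formed read by Kinase-Glo luminescence; normalized to uninhibited and no-enzyme controls.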
# NPC1 prom act: activators of NPC1 promoter; Potency, µM (doses to about 9.22 µM), for inactives: top-dose activation, hits mostly activators; hit rate 2.4% among 320,000; AID 485313; Huh7 NPC1 promoter luciferase reporter, 24 h;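 note: potency is the fitted concentration of half-maximal effect; % of control where 0% means no effect; nearly all actives have a fitted effect of over 60% in size; reporter is driven by a mutant NPC1 promoter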
#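 Stable NPC1-promoter luciferase Huh7 line; cpd (DMSO) 24 h, 37 °C, 5% CO2; Amplite luciferase reagent 10 min RT; luminescence readout. qHTS format.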
# Giardia killer: Giardia lamblia killing. Giardia lamblia trophozoite viability. activity change, % at 7.66 µM, hits read low. hit rate 0.15% among 340,000. AID 540267; in the data active = activity change below about -80%; inconclusive = between about -30% and that limit;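 note: parasites exposed to compound for two days anaerobically before the ATP read; % is set by controls: 0 for no effect and ±100 for the full control effect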
#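 Viability, read as ATP luminescence: trophozoites at 100 cells/well, compound added, 48 hrs anaerobic at 37 deg C, then 15-30 min room-temperature development before reading.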
# FLuc counter: inhibits or activates purified firefly luciferase, miR-21 counter-screen; Potency, µM (highest dose often 57.5 µM), without a hit: at the highest dose activity change, negative = inhibition, most hits filed as inhibitors; P08659; purified FLuc, Km substrates, luminescence inhibition; hit rate 6.9% among 360,000;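 note: potency is the fitted concentration of half-maximal effect; plate controls were vehicle for no effect and reference inhibitor for full effect; nearly all actives have a fitted effect of over 55% in size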
#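 Purified P. pyralis luciferase (10nM final) with 10uM D-luciferin and 10uM ATP (Km levels) in 50mM Tris acetate pH 7.5, 10mM Mg acetate, 0.01% Tween-20, 0.05% BSA; qHTS 6-point titration, ~60 µM downward; luminescence read.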
# Rab9 promoter act: activators of Rab9 promoter; Huh7 Rab9 promoter-luciferase reporter, luminescence, 24 h; Potency, µM (titrated, usually from 9.22 µM), for the others: top-dose activation, negative = inhibition, actives largely listed as activators; hit rate 2.8% among 320,000; note: potency is the fitted concentration of half-maximal effect; % of control where 0% means no effect; nearly all actives have a fitted effect of over 60% in size
#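 Cells were plated at 1500 per well in reduced-serum medium with 10% FBS and left 2 h. Compound in DMSO was then added for 24 h at 37 °C. Reporter signal was read by luminescence after 10 min with luciferase detection reagent.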
# ELG1 genotox: inducers of genotoxicity in HEK293T ELG1-luciferase cells; Potency, µM (doses to about 46 µM), for inactives: at the highest dose activity change, positive = activation, most hits filed as activators; AID 504466; HEK293T ELG1-luciferase reporter, luminescence, 16 h; hit rate 1.3% among 330,000; note: potency is the fitted concentration of half-maximal effect; % of control where 0% means no effect; nearly all actives have a fitted effect of over 60% in size
#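 Screening used a luciferase reporter fused to human ELG1 in HEK293T cells. Luminescence was read on a CCD plate imager after 16 hr exposure and 30 min ONE-Glo incubation.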
# RORgamma inh: ROR gamma (mouse) transcription inhibition; AID 2551; P51450; Drosophila S2 Gal4-RORgamma UAS-luciferase reporter, 20 h; Potency, µM (top dose mostly 53.6 µM), for the others: at the highest dose activity change, negative = inhibition, most hits filed as inhibitors; hit rate 5.4% among 310,000; note: potency is the fitted concentration of half-maximal effect; % is set by controls: 0 for no effect and ±100 for the full control effect; nearly all actives have a fitted effect of over 60% in size
# Target sequence (P51450 whole entry, looked up, the tested form may be a part): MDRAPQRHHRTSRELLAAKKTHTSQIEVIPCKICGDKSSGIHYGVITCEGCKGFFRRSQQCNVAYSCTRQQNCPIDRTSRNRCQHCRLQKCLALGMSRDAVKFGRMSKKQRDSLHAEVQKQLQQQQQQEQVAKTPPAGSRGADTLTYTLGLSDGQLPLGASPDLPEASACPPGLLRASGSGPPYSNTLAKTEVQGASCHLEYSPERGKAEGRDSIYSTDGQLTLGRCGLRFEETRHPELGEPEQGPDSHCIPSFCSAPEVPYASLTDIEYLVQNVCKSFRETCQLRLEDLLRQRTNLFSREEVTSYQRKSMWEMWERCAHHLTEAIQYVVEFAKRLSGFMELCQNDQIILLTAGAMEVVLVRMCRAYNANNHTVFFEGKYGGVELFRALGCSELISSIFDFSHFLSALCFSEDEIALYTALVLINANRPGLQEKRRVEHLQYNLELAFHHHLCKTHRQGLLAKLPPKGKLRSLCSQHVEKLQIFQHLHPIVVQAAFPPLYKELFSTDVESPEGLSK
#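 Stable Schneider cell line, Gal4 DNA-binding domain fused to ROR gamma, UAS-luciferase. Cmpd 1 hr RT → CuSO4 700 uM final → 20 hr RT → luciferase reagent 10 min → luminescence.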
# Numbers without * were called inactive; ? = inconclusive; . = not tested or not shown; & = joins results of further samples; [ ] = remark or other dose. Unless noted, calls come from the whole dose curve; as a rule, active = well fitted curve in the direction sought with a large enough effect; inconclusive = small, poorly fitted or top-dose-only effect, or another doubt; inactive = no such curve, though single readings can be large; an effect the other way counts as inactive or inconclusive.
smiles	p53 reactivator	Gal4-VP16 FLuc	BRCA1 expr up	Menin MLL FP TR	PKM2 act	NPC1 prom act	Giardia killer	FLuc counter	Rab9 promoter act	ELG1 genotox	RORgamma inh
Cc1cc(C(F)(F)F)n(-c2nc(C(=O)NNS(=O)(=O)c3ccccc3[N+](=O)[O-])cs2)n1	-1.3%	0.8%	-24.2%	0.4%	1.9%	-4.9%	0.6	-19.3%	1.2%	0.5%	-6.6%
O=C(OCc1ccc2c(c1)OCO2)c1ccc(S(=O)(=O)N2CCCCC2)cc1	27.0%	-6.9%	-12.7%	?	0.9%	-1.3%	7.2	7.5%	-0.5%	0.0%	-31.4%
Cc1cc(=O)oc2cc3c(cc12)OCCO3	-11.4%	10.7%	4.5%	4.4%	3.8%	-2.5%	-1.2	-2.7%	-3.9%	2.9%	9.2%
Cc1nc(C(=O)Nc2ccc(Cl)cc2)sc1C1(C)CC(c2ccccc2)=NO1 (configuration not stated)	-0.7%	-3.8%	-17.8%	.	-4.7%	-0.8%	-16.9	-0.9%	2.0%	-4.9%	36.6%
CC12COC3(P(=O)(c4ccccc4)c4ccccc4)CC1CCC23CP(=O)(c1ccccc1)c1ccccc1 (configuration not stated)	-4.3%	5.9%	-34.0%	?	-2.2%	-3.4%	8.6	-4.9%	3.0%	-18.5%	-4.3%
COc1ccccc1-c1cc(C(=O)Nc2cc(C)nn2-c2ccccc2)no1	-6.6%	?	-78.3%	?	?	-28.5%	19.6	2.4%	-31.5%[inhibitor]	-1.9%	?
CSc1ccc(/C=N/NC(=O)C[n+]2ccccc2)cc1	6.6%	-5.9%	17.8%	6.8%	.	1.6%	-2.3	-2.0%	-1.3%	1.9%	28.7%
O=C(O)c1ccc(N/N=C/c2cccc3nccnc23)cc1	8.4%	?	12.6µM*	.	0.2%	?	-2.6	6.75µM*	?	7.6%	6.6%
COCCn1c(C)cc(C(=O)COC(=O)c2ccc(N3CCCC3=O)cc2)c1C	28.3%	9.7%	1.8%	-13.5%	6.9%	-4.7%	-3.0	?	8.0%	2.2%	-8.9%
COc1ccc(OC)c(N/C(=N/C(=S)Nc2ccccc2)Nc2nc(C)cc(C)n2)c1	-0.7%	0.708µM*	-31.3%	.	-13.0%	0.1%	-11.3	-8.7%	1.7%	0.1%	?
CCOCCCNC(=O)CCC(=O)NNc1nc2ccccc2c2nc(C)nn12	0.9%	-13.2%	2.0%&4.4%	-0.1%	3.2%	-5.8%	13.9	-1.3%&-0.6%	-0.1%	5.2%	-9.1%
CC1Cc2ccccc2N1C(=O)Cn1cnc2ccccc2c1=O (configuration not stated)	-0.8%	-8.8%	0.0%	2.8%	4.0%	-0.4%	-29.4	0.5%	-10.9%	0.5%	-5.1%

# Three compounds from above, arranged by heavy-atom count, rising.
smiles	p53 reactivator	Gal4-VP16 FLuc	BRCA1 expr up	Menin MLL FP TR	PKM2 act	NPC1 prom act	Giardia killer	FLuc counter	Rab9 promoter act	ELG1 genotox	RORgamma inh
CC1Cc2ccccc2N1C(=O)Cn1cnc2ccccc2c1=O (configuration not stated)	-0.8%	-8.8%	0.0%	2.8%	4.0%	-0.4%	-29.4	0.5%	-10.9%	0.5%	-5.1%
COc1ccccc1-c1cc(C(=O)Nc2cc(C)nn2-c2ccccc2)no1	-6.6%	?	-78.3%	?	?	-28.5%	19.6	2.4%	-31.5%[inhibitor]	-1.9%	?
CCOCCCNC(=O)CCC(=O)NNc1nc2ccccc2c2nc(C)nn12	0.9%	-13.2%	2.0%&4.4%	-0.1%	3.2%	-5.8%	13.9	-1.3%&-0.6%	-0.1%	5.2%	-9.1%

# The listing continues.
smiles	p53 reactivator	Gal4-VP16 FLuc	BRCA1 expr up	Menin MLL FP TR	PKM2 act	NPC1 prom act	Giardia killer	FLuc counter	Rab9 promoter act	ELG1 genotox	RORgamma inh
COc1ccccc1CN(C)C(=O)c1cc(-c2cc(OC)c(OC)c(OC)c2)nc2ccccc12	-7.4%	-9.1%	-79.6%[inhibitor]	5.9%	-1.9%	0.0%	34.7[activator]	1.6%	-0.4%	-18.2%	24.9%
CCn1c(SCC(=O)N2c3ccccc3CCc3ccccc32)nnc1-c1ccc(OC)cc1	-5.3%	?	-17.8%	?	4.9%	-2.7%	35.2[activator]	-0.7%	2.8%	-1.4%	?
Cc1nn2c(C)c(C(=O)Nc3ccccc3)cnc2c1-c1ccccc1	-7.4%	6.9%	-31.0%	.	-1.8%	-5.1%	19.1	-2.4%	-6.5%	-6.3%	32.0%
CCn1cc(CNC(=O)C2CCC(=O)N(CCc3cccc(F)c3)C2)cn1 (configuration not stated)	.	.	-11.3%	8.3%	-11.3%	-4.8%	?	-3.2%	1.9%	1.2%	.
COC(=O)c1c(NC(C)=O)sc(C(=O)Nc2ccccc2OC)c1C	1.0%	-2.2%	-26.9%	25.8%	-1.6%	-1.0%	8.0	-3.9%	-3.8%	0.2%	6.8%
Cc1ccc(C(=O)Nc2cccc(C(=O)NCc3ccccc3)c2)o1	0.0%	11.0%	-6.7%	-0.1%	-5.4%	-2.1%	-10.3	?	1.3%	-0.5%	6.1%
COc1ccc(Nc2nnc(-c3ccc(N4CCOCC4)c([N+](=O)[O-])c3)c3ccccc23)cc1	10.7%	-6.7%	-32.4%	-22.1%	4.4%	1.5%	-11.1	-5.5%	0.0%	-4.2%	28.7%
O=C(Nc1ccc(Cl)cc1)Nn1cnnc1	7.0%	2.2%	-17.0%	-23.5%	-2.5%	-2.5%	-20.0	-0.7%	-2.6%	-1.2%	4.4%
Cc1ccc(-c2cc(C(=O)N/N=C/c3ccc([N+](=O)[O-])o3)c3ccccc3n2)o1	20.1%	?	-31.6%	.	.	?	-92.3*	0.301µM*	?	-4.7%	12.6µM*
Oc1cccc2ccc[n+](CC(O)Cn3c4ccccc4c4ccccc43)c12 (configuration not stated)	-20.0%	22.4µM*	-43.5%	-17.7%	-11.9%	-0.6%	8.0	-7.1%	-4.9%	-0.7%	-73.3%
COc1ccc(C(=O)NCC(c2ccc(F)cc2)N2CCOCC2)cc1S(=O)(=O)N1CCCC1 (configuration not stated)	-4.8%	-10.6%	0.9%	-12.4%	-0.2%	0.4%	2.3	0.3%	0.1%	-2.5%	?
CC(=O)c1c(N2CCN(Cc3ccccc3)CC2)nc(=S)n(Cc2ccccc2)c1C	1.1%	?	-38.6%	-7.5%	1.7%	-0.7%	33.8[activator]	-0.7%	1.8%	-0.2%	-9.5%
O=C(COC(=O)c1ccccc1C(=O)c1ccc(Cl)cc1)NCc1ccccc1	-2.4%	-8.3%	-24.4%	-5.3%	15.9%	-3.0%	-5.2	-2.0%	-3.6%	-0.3%	7.2%
Nn1c(SCC(=O)Nc2ccc3c(c2)OCCO3)nnc1-c1cccnc1	1.7%	-3.5%	4.2%	17.9%	-2.5%	2.2%	-9.8	-16.2%	9.3%	0.9%	6.0%
CC(=O)N1CCN(C(=S)Nc2ccc(SC(F)F)cc2)CC1	-2.8%	-6.0%	-12.8%	0.9%	-0.4%	-7.2%	4.4	-7.1%	-0.2%	-1.8%	31.7%
CCOC(=O)c1sc2nc(N3CCOCC3)c3c(c2c1N)CC(C)(C)N(C)C3	-0.4%	-2.1%	1.8%	2.3%	-2.0%	-3.2%	-5.2	-1.7%	-3.1%	4.2%	-18.6%
O=C(CC12CC3CC(CC(C3)C1)C2)NCC(=O)N1CCCC1	-4.0%	-9.1%	-11.1%	2.2%	-0.4%	-2.0%	1.0	11.1%	-6.0%	-2.0%	10.3%
O=C(NC1CC1)c1sc2cc(F)ccc2c1Cl	?	.	?	.	.	22.7%	-0.2	9.53µM*	?	?	.
CCOC(=O)c1c(C)c(C(=O)N2CCN(c3cccc(Cl)c3)CC2)c(C)n1C	-2.6%	4.1%	-28.5%	?	1.0%	0.0%	-10.9	2.7%	1.2%	-8.1%	12.4%
Cn1cc(C=O)c2cc(S(=O)(=O)N3CCOCC3)ccc21	1.9%	7.9%	-10.5%	5.2%	-0.7%	0.0%	12.6	3.6%	-3.5%	0.0%	-24.9%
O=C(COc1ccccc1)NN1C(=O)CSC1=S	0.7%	-2.1%	7.3%	-6.7%	2.1%	0.7%	9.5	-1.6%	1.8%	6.7%	-8.4%
O=C(Nc1cccc(S(=O)(=O)N2CCCCC2)c1)c1cccs1	-6.8%	3.0%	-24.2%	.	5.8%	-7.3%	-2.9	-0.6%	6.9%	-7.9%	24.4%
CCN1CCCC1CNS(=O)(=O)c1ccc(Br)cc1 (configuration not stated)	5.5%	?	-2.4%	-7.6%	.	-1.1%	5.8	-1.6%	0.5%	-4.9%	25.3%

# Screening results deposited in PubChem BioAssay by National Center for Advancing Translational Sciences (NCATS).

# A portion of the library; rates above refer to the full screens.
